# OX1R antag-1: antagonists of human orexin 1 receptor (OX1R); O43613; OX1R-expressing cells, FRET antagonist read-out; inhibition, % at 6.6 µM; actives 1.8% (n = 330,000); AID 485270; in the data active = inhibition mostly above about 38%, no sharp cut-off; inactive = mostly below about 40%;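 note: 0% = agonist challenge alone and 100% = reference antagonist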
# Target sequence (O43613 whole entry, looked up): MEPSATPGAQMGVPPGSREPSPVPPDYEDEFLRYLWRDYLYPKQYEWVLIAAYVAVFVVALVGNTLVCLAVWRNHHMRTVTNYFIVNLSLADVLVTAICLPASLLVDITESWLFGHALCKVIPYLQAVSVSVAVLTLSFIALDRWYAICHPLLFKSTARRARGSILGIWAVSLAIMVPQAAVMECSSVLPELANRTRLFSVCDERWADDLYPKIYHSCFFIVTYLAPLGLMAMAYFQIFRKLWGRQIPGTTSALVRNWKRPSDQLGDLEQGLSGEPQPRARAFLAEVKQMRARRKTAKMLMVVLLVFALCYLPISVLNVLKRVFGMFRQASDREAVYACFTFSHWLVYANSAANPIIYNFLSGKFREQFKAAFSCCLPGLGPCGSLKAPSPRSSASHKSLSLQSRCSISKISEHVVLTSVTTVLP
# OX1R antag-2: antagonists of human orexin 1 receptor. O43613. CHO/OX1R cells, Fluo-8 calcium fluorescence, orexin A. inhibition, % at 5 µM. actives 0.43% (n = 330,000). AID 434989;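 active = inhibition above its plate's threshold, mean inhibition of all tested compounds on the plate plus 3 SD, cut at about 37% in these data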;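 note: 0% = orexin A challenge wells and 100% = SB-334867-A antagonist wells; not every result past the cut was called active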
# Starred values were filed as active, the others as inactive. No enrichment for hits; overall some 2% were active at least once.
SMILES | OX1R antag-1 | OX1R antag-2
Cc1cc2c(NCC(C)O)ncnc2s1 (configuration not stated) | 20 | -16
O=[N+]([O-])c1ccc(-c2ccc(/C=N/Nc3nc(NCc4ccccc4)nc(N4CCOCC4)n3)o2)cc1 | 12 | 1
CCOC(=O)c1ccc2c(c1)C1C=CCC1C(C(=O)OCC)N2 (configuration not stated) | 14 | -11
Cc1cc(C)nc(Sc2c(F)c(F)c(C(F)(F)F)c(F)c2F)n1 | 12 | -10
C[C@H](CO)N1C[C@H](C)[C@@H](CN(C)C(=O)Nc2ccc(C(F)(F)F)cc2)Oc2c(NC(=O)CCC(F)(F)F)cccc2C1=O | 12 | -23
COc1cc(C(=S)N2CCOCC2)ccc1OC(=O)c1ccccc1 | -6 | -13
COC(=O)C1C2C=CC3(CN(CC4CCCO4)C(=O)C13)O2 (configuration not stated) | 5 | -3
S=C(NCCN1CCOCC1)Nc1ccc(Cl)cc1 | 19 | -30
CSc1nc2ccccc2n1CC(=O)Nc1c(C)cccc1C | 10 | -21
O=C(CNC(=O)c1ccc2c(c1)S(=O)(=O)N=C1CCCCCN12)Nc1ccc(F)c(F)c1 | 20 | -13
O=C(c1ccc(S(=O)(=O)N2CCCCC2)cc1)N1CCc2ccccc2C1 | 17 | -24
COc1ccc(NC(=O)Nc2ccccc2C(N)=O)cc1OC | 6 | -8
O=C(O)c1cccnc1-c1ncccc1C(=O)O | 5 | -5
O=C(O)C1C2CCC(CC2)C1C(=O)N1CCN(Cc2ccc(F)cc2)CC1 (configuration not stated) | 10 | 1
Cc1cc2nc3n(c2cc1C)CC1CC(C(=O)NCCc2cccs2)N(C)C31 (configuration not stated) | 23 | -8
COc1ccc(CNC(=O)C2CC=CCC2C(=O)O)cc1OC (configuration not stated) | 9 | -14
Cc1ccc(CNCc2cc3c(C(C)(C)C)nn(-c4ccccc4)c3[nH]c2=O)cc1 | 8 | -36
Cc1cc(Br)ccc1NC(=O)CNC(=O)Cc1ccc(S(=O)(=O)N2CCOCC2)s1 | 21 | -8
Cc1cccc(OCCCC(=O)NC2CCCCC2)c1 | 17 | -9
C=CC[C@H]1CC(C)=C[C@H](CC=C)N1C(=O)c1cc(COc2ccccc2SC)on1 | 40 | -18
COc1ccc(NC(=O)CSc2nc(N)c(NC(=O)c3ccccc3F)c(=O)[nH]2)cc1 | 4 | 2
O=C(Nc1ccccc1N1CCOCC1)c1cc(F)cc(F)c1 | 4 | -21
CCOC(=O)N1CCC(NC(=O)c2ccc3c(c2)N(Cc2ccccc2)CCS3)CC1 | 15 | -22
CCOc1ccc(C2OC34CCCCC3C(C#N)(C#N)C2(C#N)C(=N)O4)cc1OC (configuration not stated) | 24 | 2
Cc1c(NC(=O)CC(=O)Nc2c(C)n(C)n(-c3ccccc3)c2=O)c(=O)n(-c2ccccc2)n1C | 8 | 5
CCOc1ccc(N/C=C/C(=O)c2ccc(C)cc2)c([N+](=O)[O-])c1 | 6 | -10
Cc1cccc(NC(=O)C2c3ccccc3Oc3ccccc32)n1 | 7 | -7
CCCC(=O)Nc1cccc(NC(=S)NC(=O)C(C)Oc2ccc(Cl)cc2Cl)c1 (configuration not stated) | 7 | -4
Cc1ccc(CCNC(=O)C2CCCN2S(=O)(=O)c2ccc3c(c2)CCC(=O)N3)cc1 (configuration not stated) | -3 | -32
Cc1ccc(-c2[nH]ncc2/C=N/n2c(COc3ccccc3)nc3ccccc3c2=O)cc1 | 27 | -4

# Arranged by the number under OX1R antag-2 (smallest number first): 5 from the list above
SMILES | OX1R antag-1 | OX1R antag-2
Cc1ccc(CNCc2cc3c(C(C)(C)C)nn(-c4ccccc4)c3[nH]c2=O)cc1 | 8 | -36
C=CC[C@H]1CC(C)=C[C@H](CC=C)N1C(=O)c1cc(COc2ccccc2SC)on1 | 40 | -18
CCOc1ccc(N/C=C/C(=O)c2ccc(C)cc2)c([N+](=O)[O-])c1 | 6 | -10
Cc1cccc(NC(=O)C2c3ccccc3Oc3ccccc32)n1 | 7 | -7
CCCC(=O)Nc1cccc(NC(=S)NC(=O)C(C)Oc2ccc(Cl)cc2Cl)c1 (configuration not stated) | 7 | -4

# Next records follow.
SMILES | OX1R antag-1 | OX1R antag-2
COc1ccc(-c2cccc(NS(=O)(=O)c3cc([N+](=O)[O-])ccc3C)c2)nn1 | 35 | -19
O=C(CCCNC(=O)/C(=C/c1ccc(Br)cc1)NC(=O)c1ccccc1)OCc1ccccc1 | 18 | -21
CCN(CC(=O)NCc1cccs1)C(=O)/C=C/c1cccc(OC)c1OC | 25 | -39
COc1ccc(C)cc1S(=O)(=O)N(C)CC(=O)Nc1ccc2c(c1)OCCO2 | -2 | -12
CC(NC(=O)CSC1=NCCS1)c1ccccc1 (configuration not stated) | -8 | 14
COc1ccccc1NC(=O)c1ccc(NS(=O)(=O)c2ccc(F)c(F)c2F)cc1 | 27 | -2
O=C(O)c1ccc(S(=O)(=O)Nc2ccc3c(c2)OCCO3)cc1 | -3 | -19
O=C(COC(=O)CNC(=O)c1ccc([N+](=O)[O-])o1)Nc1ncc(Cl)cc1Cl | 15 | -25
Cc1c(NC(=O)C2C3C=CC(C3)C2C(=O)O)c(=O)n(-c2ccccc2)n1C (configuration not stated) | 2 | -2
O=C(C1CC(c2ccc(F)cc2)=NO1)N1CCN(Cc2ccccc2)CC1 (configuration not stated) | 2 | -9
COc1ccc(C)cc1S(=O)(=O)Nc1ccc(-n2c(C)nc3ccccc3c2=O)cc1 | 24 | -13
CCCCC(CCCC)=N/N=C/c1c(O)n(CC)c2cc(C3=NNC(=O)CC3)ccc12 | 24 | -24
CC(C)[C@H](NS(=O)(=O)c1ccccc1)C(=O)Nc1nccs1 | 9 | -10
Cc1cccc(/C(N)=N/OC(=O)c2ccoc2C)c1 | 11 | -12
CCOc1ccc(NS(=O)(=O)c2cc(C(=O)N3CCCC3)ccc2Cl)cc1 | 14 | -37

# Reformatted field by field: entries from further up.
CCN(CC(=O)NCc1cccs1)C(=O)/C=C/c1cccc(OC)c1OC
  OX1R antag-1: 25
  OX1R antag-2: -39

COc1ccc(C)cc1S(=O)(=O)N(C)CC(=O)Nc1ccc2c(c1)OCCO2
  OX1R antag-1: -2
  OX1R antag-2: -12

CC(NC(=O)CSC1=NCCS1)c1ccccc1 (configuration not stated)
  OX1R antag-1: -8
  OX1R antag-2: 14

COc1ccccc1NC(=O)c1ccc(NS(=O)(=O)c2ccc(F)c(F)c2F)cc1
  OX1R antag-1: 27
  OX1R antag-2: -2

# Next entries:
SMILES | OX1R antag-1 | OX1R antag-2
COc1ccc(-c2ccc(NS(=O)(=O)c3cc([N+](=O)[O-])ccc3C)cc2)nn1 | 13 | -12
Cc1cccc(-n2c(C)c(C)c3c(N)ncnc32)c1 | 12 | -15
NC(=O)CSc1nnc(-c2ccccc2F)n1C1CC1 | 12 | -12
COc1ccc(CCNC(=O)CC(=O)N/N=C/c2ccc(C(=O)O)cc2)cc1OC | 9 | -19
NCC(O)(c1ccc(Cl)cc1)c1ccc(Cl)cc1 | 19 | -7
CCCC(C(=O)OCCN(CC)CC)(c1ccccc1)c1ccccc1 | 1 | -34
CC(=O)c1cc(F)c(N2CCN(C(=O)COc3ccc(F)cc3)CC2)cc1C | 19 | 5
CN(C)S(=O)(=O)c1cccc(NC(=O)COC(=O)c2cc(=O)c3ccccc3o2)c1 | 9 | -11
CS(=O)(=O)N(CC(=O)N1CCC(C(N)=O)CC1)c1cc(C(F)(F)F)ccc1Cl | 34 | -20
Cc1cc2c(=O)n(C)c(SCC(=O)Nc3cccc(O)c3)nc2s1 | 8 | -17
Cc1cc(C)n(C(=O)CNC(=O)C(c2ccccc2)c2ccccc2)n1 | 10 | -5
Cc1cc([N+](=O)[O-])nn1CC(=O)N1CCc2ccccc2C1 | 24 | -19
COc1ccc(-c2cc(=O)oc3c(C)c(OCC(=O)NCCCn4ccnc4)ccc23)cc1 | 8 | -11
CN1CCN(C(=O)c2ccc3c(c2)N(Cc2ccccc2)CCS3)CC1 | -4 | -11
O=C(COC(=O)CNC(=O)C12CC3CC(CC(C3)C1)C2)Nc1ccccc1 | 3 | 3

# Other structures follow:
# Screens in order: OX1R antag-1 | OX1R antag-2
N#CC1=C(N)Oc2[nH]c(=S)[nH]c(=O)c2C12C(=O)Nc1ccccc12 (configuration not stated)
    11 | 6
COC(=O)CSC(C)C(=O)Nc1nnc(C(C)C)s1 (configuration not stated)
    4 | 5
O=C1CC(N2CCN(c3cccc(C(F)(F)F)c3)CC2)C(=O)N1c1ccccc1F (configuration not stated)
    -4 | -15
Cc1ccc(C(=O)OCC(=O)NNC(=O)c2ccc([N+](=O)[O-])cc2)o1
    41* | -10
O=C(Nc1c2c(nn1-c1ccccc1)CS(=O)C2)c1ccco1 (configuration not stated)
    6 | 3
CC(C)C[C@@]12C(=O)N(c3ccc(Br)cc3)C(=O)N1[C@H](c1ccc(Br)cc1)[C@@H]1C(=O)N(C(C)(C)C)C(=O)[C@@H]12
    17 | -60
COc1ccc(/C=C/C(=O)c2ccccn2)cc1
    4 | -16
CCCCCOC(=O)c1[nH]c2c(c1C)C(=O)CC(c1ccco1)C2 (configuration not stated)
    20 | -73
COc1cc(NS(=O)(=O)c2ccc(NC(=O)c3cccs3)cc2)nc(OC)n1
    12 | -18
CCOC(=O)c1cc(C(C)(C)C)nc(SC)c1C#N
    3 | -42
Cc1ccc(NC(=O)CSc2nc3ccccc3nc2N2CCOCC2)cc1
    8 | -32
Cc1ccc(C(=O)NC2CCN(CC(=O)Nc3c(C)cc(C)cc3C)CC2)cc1
    9 | -39
CN(c1ccccc1)S(=O)(=O)c1ccc(C(=O)Nc2nnc(C3CC3)o2)cc1
    2 | -13
CCn1c(=O)n(CC)c2cc(N3CCCC3)c(NC(=O)c3cccc(OC)c3)cc21
    1 | -27
Cn1c2ccccc2c(=O)c2c(=O)n(-c3ccccc3)c(-c3ccc(C(C)(C)C)cc3)nc21
    1 | -12
CCOC(=O)CSc1nc2ccc(C)cc2[nH]1
    12 | -8
CC(CN1C(C)CCCC1C)OC(=O)c1ccccc1F (configuration not stated)
    3 | 5
CC(=O)N1CCN(C(=O)C2(NC(=O)Nc3ccc(C)cc3)CCCCC2)CC1
    10 | -20
Cc1ccccc1NC(=O)c1ccc(OCc2c(C)noc2C)cc1
    2 | -3
CC1Sc2ccc(S(=O)(=O)N(C)Cc3ccccc3)cc2NC1=O (configuration not stated)
    29 | -19
COc1cc2[nH]c3c(N4CCN(c5ccc(Cl)cc5)CC4)ncnc3c2cc1OC
    22 | -18
CCOc1cc(/C=N/NC(=O)C(=O)NCc2ccc3c(c2)OCO3)ccc1OCC(=O)N1CCOCC1
    3 | 1
CC(C)C(NS(=O)(=O)c1cccc2nsnc12)C(=O)NC1CCCCC1 (configuration not stated)
    75* | 0
COCc1cc(C)nc2sc3c(=O)n(-c4cccc5ccccc45)nnc3c12
    12 | -28
CC(C)CC(=O)Nc1cccc(-c2nc3ncccc3o2)c1
    4 | -29
COc1cc(OC)cc(C(=O)Nc2ccc(N3CCN(C(=O)c4cccs4)CC3)cc2)c1
    13 | -13
C=CCn1c(SCC(=O)c2c(N)n(C)c(=O)n(C)c2=O)nnc1-c1ccoc1C
    10 | -4
Cc1ccc(-c2noc(C3CCCN(C(=O)c4cccc(F)c4)C3)n2)cc1 (configuration not stated)
    -7 | -25
O=C(O)CC12CC3CC(C1)CC(n1ncc(NCc4ccc(F)cc4)c(Cl)c1=O)(C3)C2
    27 | -3
Cc1cccn2c(=O)c3cc(C(=O)NC4CCCCC4)c(=N)n(Cc4ccccc4)c3nc12
    35 | -22
CCOC(=O)C1CCN(c2c(Nc3ccc(C)c(C)c3)c(=O)c2=O)CC1
    16 | -14
COc1ccc(O)c(CN2CCN(CCCc3ccccc3)C(CCO)C2)c1 (configuration not stated)
    17 | -27
O=C(N/N=C/c1ccc2c(c1)OCO2)c1cccnc1
    22 | -6
CCOC(=O)N1CCC(N2C(=O)c3ccc(C(=O)Nc4ccc(OC)c(OC)c4)cc3C2=O)CC1
    6 | -13
CCN(CC)C(=O)Cn1c(=O)n(Cc2ccc(F)cc2)c(=O)c2sccc21
    6 | -28
CCCCCCn1c(CN2CCCCC2)nc2c1c(=O)n(C)c(=O)n2C
    8 | -35
Cn1c(=O)oc2cc(S(=O)(=O)CCC(=O)N3CCN(c4ccccc4F)CC3)ccc21
    9 | 0
C=CCSC1=C(C#N)C(c2ccc(C(C)C)cc2)CC(=O)N1 (configuration not stated)
    -1 | -43
CCOc1cc2[nH]c(=O)n(CCCCC(=O)NC3CCCCCC3)c(=O)c2cc1OCC
    14 | -23
O=C(O)C1Cc2ccccc2CN1S(=O)(=O)c1ccc(Cl)cc1 (configuration not stated)
    2 | -12
Cc1cc(Cl)ccc1OCC(=O)Nc1ccccc1CO
    20 | -4
CCOc1c2ccc(C(=O)NCc3ccc(OC(F)(F)F)cc3)cc2nn1C
    7 | -4
CCn1c(CSc2n[nH]c(N)n2)nc2cc(C(=O)O)ccc21
    17 | -7
CCOC(=O)c1nn(-c2ccc(C)cc2)cc1C(=O)c1ccccc1
    16 | -37
COC(=O)c1ccc(COc2ccc(/C=N/Nc3nc(C)cc(=O)[nH]3)cc2)cc1
    17 | -10
COC(=O)c1[nH]c(C)c(/C(O)=C2\C(=O)C(=O)N(CCN(C)C)C2c2cc(OC)ccc2OC)c1C (configuration not stated)
    15 | -17
CC(C)C(OC(=O)C1=Cc2ccccc2OC1)C(=O)NC1CCCC1 (configuration not stated)
    18 | -43
COC(=O)c1c(C)[nH]c(C(=O)C(C)OC(=O)c2cc(C)oc2C)c1C (configuration not stated)
    14 | 0
Cc1cccc(C(=O)NCC(=O)OC(C)C(=O)Nc2ccc(Cl)cn2)c1 (configuration not stated)
    9 | -19
Cc1cc[n+](CC(=O)c2cccc([N+](=O)[O-])c2)c2ccccc12
    18 | -5
O=C(CN1C(=O)/C(=C/c2ccc(C(F)(F)F)cc2)Sc2ccccc21)NCCCN1CCOCC1
    -8 | -15
O=C(Cn1cc(C(F)(F)F)ccc1=O)N/N=C/c1cccc(Cl)c1Cl
    19 | -18
N#CCCN1CCN(C(=S)c2ccc(-c3ccc(Cl)cc3)o2)CC1
    13 | -21
O=C(OCn1nnc2ccccc2c1=O)C1CCCCC1
    12 | -21

# From PubChem BioAssay
